# Screening data (PubChem)
# Chronic BCR inh: inhibitors of chronic active B-cell receptor signaling; ABC-DLBCL IkBa-CBG/CBR reporter, luminescence ratio, 4 h; Potency, µM (highest dose often 46.1 µM), inactives show at the top dose ratio change, negative = lower green/red ratio, hits mostly inhibitors; 340,000 tested, 0.05% active; active means well fitted inhibition curve with a large enough effect in the signal ratio, with a control signal flat, not every such curve was filed as active; inconclusive means small, poorly fitted or top-dose-only effect, or effect the other way, or a change in a side signal; the % refers to the signal ratio;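 further: potency means the concentration at half of the fitted maximal effect; plate controls were basal doxycycline-induced cells for no effect and cells given 10 µM MG132 for full effect; MG132 reads +100%, hits lower the ratio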
#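 Doxycycline induced both beetle luciferases in TMD8 lymphoma cells; IKK-driven degradation limits the IkappaBalpha-fused green signal, while red luminescence normalises for cell number and nonspecific effects. Compounds tested up to 46 uM, 4 hrs.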
# Eya2 inh: blocks the phosphatase activity of human Eya2; recombinant Eya2, OMFP fluorescence dephosphorylation (OMFP is methylfluorescein phosphate); O00167; Potency, µM (series often up to 76.9 µM), without a hit: at the highest dose activity, negative = inhibition, actives largely listed as inhibitors; 330,000 tested, 0.006% active; further: potency means the concentration at half of the fitted maximal effect; on the % scale 0 is the no-effect control and ±100 the full control effect
# Target sequence (O00167 whole entry, looked up): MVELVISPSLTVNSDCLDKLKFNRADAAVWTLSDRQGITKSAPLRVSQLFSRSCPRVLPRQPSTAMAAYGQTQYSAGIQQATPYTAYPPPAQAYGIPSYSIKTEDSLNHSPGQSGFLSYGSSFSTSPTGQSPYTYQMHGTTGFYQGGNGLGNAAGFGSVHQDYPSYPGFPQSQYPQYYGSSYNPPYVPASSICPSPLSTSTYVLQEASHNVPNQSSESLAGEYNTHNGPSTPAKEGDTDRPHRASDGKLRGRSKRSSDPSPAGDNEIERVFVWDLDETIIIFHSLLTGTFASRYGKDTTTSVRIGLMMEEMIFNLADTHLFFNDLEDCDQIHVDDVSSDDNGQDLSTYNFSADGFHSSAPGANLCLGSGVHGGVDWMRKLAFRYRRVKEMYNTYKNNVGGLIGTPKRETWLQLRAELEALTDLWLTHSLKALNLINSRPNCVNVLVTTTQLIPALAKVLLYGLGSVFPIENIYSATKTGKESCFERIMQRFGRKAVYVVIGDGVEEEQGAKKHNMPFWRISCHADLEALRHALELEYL
#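 Eya2 protein (added as 0.2 uM solution) was preincubated with compound for 10 min at ambient temperature in 50 mM HEPES pH 7.5, 50 mM NaCl, 5 uM MgCl2, 0.05% BSA, 1 mM DTT. OMFP (added at 50 uM) then reacted 10 min; fluorescence read at 485/525 nm.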
# B2AR arrestin: beta2AR (human) beta-arrestin recruitment activity; P07550; beta-arrestin recruitment to beta2AR, cell-based reporter; Potency, µM (doses to about 46.1 µM), for the others: at the highest dose activation, usual class: activators; 330,000 tested, 0.02% active; AID 492947;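 further: potency means the concentration at half of the fitted maximal effect; 0% = DMSO controls and full agonism = EC100 isoproterenol or metaproterenol; nearly all actives have a fitted effect of over 65% in size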
# ELG1 repair inh: blocks ELG1-dependent DNA repair in HEK293T cells. HEK293T ELG1-luciferase reporter, luminescence, 16 h; DNA damage induced by 5-fluorouridine. AID 504467. Potency, µM (top dose mostly 46.1 µM), for the others: at the highest dose activity change, negative = inhibition, actives largely listed as inhibitors. 330,000 tested, 2.3% active; further: potency means the concentration at half of the fitted maximal effect; on the % scale 0 is the no-effect control and ±100 the full control effect; nearly all actives have a fitted effect of over 55% in size
#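 In this reporter screen, reduction of luminescence relative to DMSO vehicle indicated activity. Compounds and 5-fluorouridine were added together to 2,000 cells per well, incubated for 16 hr at 37 °C, then developed with ONE-Glo.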
# USP2a inh: blocks human ubiquitin-specific protease USP2a | O75604 | USP2 core, Ub-CHOP2 coupled fluorogenic reporter, 485/531 | Potency, µM (doses to about 38.3 µM), for inactives: top-dose activity change, negative = inhibition, actives largely listed as inhibitors | 330,000 tested, 0.01% active | AID 463254;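 further: potency means the concentration at half of the fitted maximal effect; plate controls were DMSO wells for no effect and full inhibition by NEM control for full effect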
#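 USP2 core (10nM final) preincubated 30min RT with compound in 20mM Tris-HCl pH 8.0, 2mM CaCl2, 2mM beta-mercaptoethanol, 0.05% CHAPS; 25nM Ub-CHOP2 plus 25nM reporter substrate added, fluorescence (Ex485/Em531) read after 60min.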
# Mito fusion yeast: mitochondrial division inhibition or fusion activation; 320,000 tested, 0.23% active; S. cerevisiae fusion-defective mutant growth rescue, CellTiterGlo 48 h; Potency, µM (top dose mostly 46.1 µM), for inactives: top-dose growth rescue (activation), hits mostly activators;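 further: potency means the concentration at half of the fitted maximal effect; % of control where 0% means no effect; nearly all actives have a fitted effect of over 45% in size; temperature-sensitive fusion mutants such as fzo1-1 at 37 °C on non-fermentable ethanol glycerol medium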
#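 S. cerevisiae fusion-defective temperature-sensitive mutants (e.g. fzo1-1, mgm1-5) grown 48 h at 37C in YPEG (ethanol/glycerol non-fermentable) medium with 23 nl compound per well; growth rescue read as CellTiterGlo luminescence.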
# uPA generation: blocks generation of uPA at the cell surface; Potency, µM (highest dose often 38.3 µM), inactives show at the highest dose activity change, negative = inhibition, usual class: inhibitors; 330,000 tested, 0.31% active; cell surface uPA generation assay, qHTS; active means well fitted inhibition curve with a large enough effect; inconclusive means small, poorly fitted or top-dose-only effect; inactive means no such curve, though single readings can be large or run the other way; tested in mouse RAW 264.7 cells; further: potency means the concentration at half of the fitted maximal effect; on the % scale 0 is the no-effect control and ±100 the full control effect; nearly all actives have a fitted effect of over 55% in size
# TSG101-PTAP inh: blocks PTAP/TSG101 interaction to inhibit HIV-1 budding | Potency, µM (titrated, usually from 115 µM), without a hit: at the top dose activity change, negative = inhibition, usual class: inhibitors | Fluorescence polarization, FITC-PTAP peptide / Tsg101 binding | 340,000 tested, under 10 active; active means well fitted inhibition curve with a large enough effect in the main read-out, with a control signal flat, not every such curve was filed as active; inconclusive means small, poorly fitted or top-dose-only effect, or effect the other way, or a change in a side signal; inactive means no such curve, though single readings can be large or run the other way; further: potency means the concentration at half of the fitted maximal effect; % of control where 0% means no effect
# Target sequence (Q99816 whole entry, looked up): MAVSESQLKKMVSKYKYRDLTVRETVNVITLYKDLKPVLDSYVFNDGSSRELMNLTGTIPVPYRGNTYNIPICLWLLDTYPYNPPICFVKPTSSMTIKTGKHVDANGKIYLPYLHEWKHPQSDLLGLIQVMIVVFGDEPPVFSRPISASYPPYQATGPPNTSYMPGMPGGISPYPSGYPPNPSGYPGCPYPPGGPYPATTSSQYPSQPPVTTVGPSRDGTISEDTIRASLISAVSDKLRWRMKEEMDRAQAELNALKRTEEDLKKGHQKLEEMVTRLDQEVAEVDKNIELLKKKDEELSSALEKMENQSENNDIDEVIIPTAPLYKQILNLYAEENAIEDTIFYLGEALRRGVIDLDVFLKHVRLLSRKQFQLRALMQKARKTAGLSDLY
#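 FP read-out: FITC-PTAP peptide, 50 nM final, binding Tsg101 binding domain, 10 uM final; 20 min, r.t.; 10 mM HEPES pH 7.5, 0.15 M NaCl, 0.01% Tween 20, 3 mM EDTA, 0.1 mM TCEP.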
# TCR act: activates T cell receptor signaling | primary human leukocytes, anti-CD3, IL-2 HTRF, 48 h | Potency, µM (series often up to 9.22 µM), for inactives: at the highest dose activation of IL-2 secretion, usual class: activators | 330,000 tested, under 10 active | AID 504894; further: % of control where 0% means no effect
#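 Readout: HTRF IL-2, Eu-cryptate/d2 antibody pair, 320nm excitation, 665nm emission. Stimulus: a-CD3 beads, no co-stimulation. Cells: primary human leukocytes. Exposure: 48 hr with compound.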
# Tb PFK inh: T. brucei PFK enzyme inhibition; 330,000 tested, 0.17% active; AID 485367; O15648; T. brucei PFK, ADP-Glo luminescence; Potency, µM (top dose mostly 57.5 µM), inactives show top-dose activity, negative = inhibition, actives largely listed as inhibitors;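 further: potency means the concentration at half of the fitted maximal effect; 0% = uninhibited 1x PFK enzyme wells and -100% = no-enzyme wells; nearly all actives have a fitted effect of over 60% in size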
#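 In TEA buffer at pH 8.0 with 5 mM MgCl2, enzyme (1.25 nM) converted F6P (0.5 mM) and ATP (0.1 mM) for 45 min at room temperature. ADP product was read by luciferase luminescence.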
# TSHR antagonist: blocks TSH signaling through the human TSH receptor; P16473; TSHR-expressing cells, TSH-stimulated cAMP HTRF, 2 h; stronger effect = lower value; activity change, negative = inhibition, % at 11.5 µM; 330,000 tested, 0.2% active; AID 504810;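 active means activity change below a set negative limit, meaning inhibition stronger than a set level, cut at about -70% in these data; inconclusive means activity change between two set negative limits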; further: on the % scale 0 is the no-effect control and ±100 the full control effect
#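 TSHR-expressing cells were treated with compounds, then stimulated with TSH at EC80 (4nM final) for 2 hours at 37 deg C. Cellular cAMP was measured by HTRF competition between lysate cAMP and cAMP-d2 for a cryptate-labelled anti-cAMP antibody.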
# Starred values were filed as active, the others as inactive; ? = inconclusive; . = no result given; [ ] = another dose, or the depositor's remark. Unless noted, the call rests on the fitted dose curve; in most records, active means well fitted curve in the direction sought with a large enough effect; inconclusive means small, poorly fitted or top-dose-only effect, or another doubt; inactive means no such curve, though single readings can be large; an effect the other way counts as inactive or inconclusive. Outcome played no part in choosing rows, and some 3% of all compounds hit somewhere here.
SMILES,Chronic BCR inh,Eya2 inh,B2AR arrestin,ELG1 repair inh,USP2a inh,Mito fusion yeast,uPA generation,TSG101-PTAP inh,TCR act,Tb PFK inh,TSHR antagonist
Clc1ccc(-c2cc3ccccc3nc2N2CCOCC2)cc1,?,5%,0.0%,-19%,0%,6%,0%,-3%,3%,4%,-10
COc1ccc(C(=O)NCCc2nnc3ccc(SCC(=O)N4CCCC4)nn23)cc1,-2%,-11%,-0.3%,1%,0%,-1%,-1%,-1%,-2%,17%,8
CC1CCCN(S(=O)(=O)c2cccc(C(=O)NCc3ccco3)c2)C1 (stereo unspecified),2%,27%,-0.2%,1%,2%,-2%,-1%,-3%,-4%,3%,24
CC(=O)N(c1ccccc1)c1ccc([N+](=O)[O-])cc1[N+](=O)[O-],4%,-1%,-0.3%,-9%,2%,-1%,-1%,-2%,4%[46.1 µM],-3%,11
CCCN1C(=O)C(Cc2nc3ccccc3c(=O)n2C)c2ccccc21 (stereo unspecified),?,-7%,-0.9%,?,0%,4%,4%,-6%,-3%,1%,11
COCCn1c(Sc2nc(C)cs2)nc2c1c(=O)[nH]c(=O)n2C,-1%,13%,0.2%,7%,1%,1%,0%,1%,1%,-2%,1
CCOC(=O)Cc1csc(NC(=O)c2ccc(C)cc2)n1,?,4%,0.2%,8%,1%,-5%,0%,1%,0%,6%,-2
O=c1c2ccccc2nc(-c2ccccc2)n1Cc1ccco1,3%,-5%,0.5%,-2%,4%,10%,.,-2%,-3%,-4%,-8
O=C(CCCC(=O)N/N=C/c1ccccc1C(=O)O)N/N=C/c1ccccc1C(=O)O,0%,?,0.3%,3%,1%,0%,13%,-9%,-6%,1%,3
CCc1ccc(NC(=O)CSc2ccc(-c3ccccn3)nn2)cc1,0%,25%,-0.6%,?,1%,-11%,?,-3%,-6%,-18%,7
Cc1ccc(NC(=O)CCN2C(=O)C3CCCCC3C2=O)c(O)c1 (stereo unspecified),3%,-24%,0.2%,30%,0%,-5%,-4%,1%,1%,1%,-3
O=C(N/N=C/c1ccncc1)c1nn(Cc2ccccc2)c(=O)c2ccccc12,?,9%,0.1%,-7%,3%,5%,3%,-2%,4%,0%,2
CCN(CC)S(=O)(=O)c1ccc(N2CCOCC2)c(NC(=O)c2cc(Cl)c3c(c2)OCO3)c1,-6%,-5%,-0.1%,8.2µM*,3%,.,3%,-1%,-1%,-1%,.
COC(=O)CSc1nnc(-c2ccc(S(=O)(=O)N3CCCCC3)cc2)o1,?,-12%,-0.3%,5%,0%,-4%,-19%,0%,1%,1%,-17
Cc1ccc(S(=O)(=O)N2CCN(C(=O)c3ccco3)CC2)c(C)c1,-4%,2%,0.3%,?,1%,5%,-9%,5%,-10%,-15%,4
Cc1cccc(OCc2nc(C#N)c(NCCN(C)C)o2)c1,11%,9%,-0.2%,?,-1%,-5%,-5%,-4%,7%,3%,18
COc1ccc(/C=C2\SC(=S)N(CC3CCCO3)C2=O)cc1 (stereo unspecified),?,5%,-0.1%,?,1%,-1%,0%,0%,5%,-17%,-9
CCCOC(=O)C1=C(C)NC2=C(C(=O)CCC2)C1c1cc(OC)ccc1OC (stereo unspecified),-5%,9%,-0.5%,-2%,-1%,-1%,1%,-2%,-3%,0%,6
COc1ccccc1-c1coc2cc(OCC(=O)OCc3ccccc3)ccc2c1=O,-13%,1%,-1.1%,5%,2%,0%,1%,-1%,0%[46.1 µM],1%,-17
COCc1nnc(NC(=O)CC(c2ccccc2)c2ccccc2)s1,5%,-4%,0.1%,-5%,2%,-1%,10%,1%,-61%,-3%,-1
O=c1/c(=C\c2ccc(F)cc2)sc2n1CCCN=2,?,3%,0.0%,?,6%,13%,5%,-1%,2%,0%,-10
C=CCN(CC(=O)NC1CCS(=O)(=O)C1)S(=O)(=O)c1ccccc1C(F)(F)F (stereo unspecified),6%,-3%,0.0%,?,7%,0%,2%,-1%,-5%,0%,-6
Cc1ccccc1OCCCCc1c(C)n[nH]c1C,?,-29%,-0.1%,11%,-8%,8%,-1%,.,.,0%,-44
COc1ccc(Cl)cc1NC(=S)N(Cc1cccnc1)Cc1ccco1,?,1%,-0.2%,?,3%,-3%,2%,1%,-1%,-1%,-12
Cc1ccc(CNc2ccc(O)cc2)cc1,?,-4%,?,?,-1%,-2%,2%,1%,7%,-2%,-7
SMILES,Chronic BCR inh,Eya2 inh,B2AR arrestin,ELG1 repair inh,USP2a inh,Mito fusion yeast,uPA generation,TSG101-PTAP inh,TCR act,Tb PFK inh,TSHR antagonist
O=C(CCn1c(=O)c2cccn2c2ccccc21)Nc1ccc(F)cc1,1%,3%,0.7%,-20%,0%,0%,4%,-11%,4%,0%,6
C#CCOCCOCCOCCNc1nc(N2CCN(C(=O)Cn3cc(CC(C)O)nn3)CC2)nc(N2CCN(C(=O)[C@H](C)n3cc(CCCN=C(N)N)nn3)CC2)n1 (stereo partly specified),2%,-7%,-1.8%,5%,-2%,-2%,6%,-27%,-3%,-10%,8
COc1ccccc1C1CC(c2ccc(Br)cc2)=NN1C(=O)c1cccnc1 (stereo unspecified),?,-6%,5.7%,?,-4%,16µM*,-12%,1%,14%[46.1 µM],6%,21
Cn1c(=O)c2c(nc(NCc3ccc4c(c3)OCO4)n2Cc2ccc(F)cc2)n(C)c1=O,?,8%,-0.3%,?,4%,16%,-12%,-3%,3%,-6%,5
O=C(c1ccc(F)cc1)C1CCN(C(=O)c2ccccc2F)CC1,0%,0%,-1.3%,-8%,1%,1%,6%,-5%,-6%,-2%,-16
COc1ccc2nc(SCc3ccccc3)nc(C)c2c1,?,-3%,0.1%,?,4%,3%,9%,0%,-1%[46.1 µM],-6%,-3
O=[N+]([O-])c1ccc(OCc2nnc(-c3ccccc3)o2)cc1,?,6%,0.1%,13%,-9%,-8%,8%,-1%,1%,-4%,5
O=C(Nc1cc(=O)c2ccccc2o1)N1CCCCC1,0%,9%,0.3%,15µM*,1%,?,2%,-10%,2%,3%,5
COc1cccc(C(=O)Nc2cc(C(=O)NCc3ccc(C)cc3)ccc2N2CCC3(CC2)CC(c2cccc(Br)c2)=NO3)c1,2%,11%,0.0%,1%,-1%,-6%,2%,3%,0%,-1%,13
COc1ccccc1CNc1nc2nc(C)c(C)c(=O)n2[nH]1,?,6%,-0.2%,2%,0%,0%,2%,-11%,6%,5%,7
CCOc1cccc(CNCCNC(=O)c2nonc2N)c1,-4%,11%,0.0%,4%,-1%,-3%,4%,.,.,-1%,5
Cc1nn(Cc2noc(C(=O)NCCc3ccccn3)n2)c(C)c1Br,4%,-4%,8.1%,6%,1%,7%,2%,0%,1%,-1%,11
CC(C)Nc1nc(NC(N)=S)nc(NC(C)(C)C)n1,?,-9%,-0.1%,0%,1%,19%,-2%,-1%,0%,-1%,-18
CC(=O)NS(=O)(=O)c1ccc(NC(=O)CCC2CCCC2)cc1,9%,-12%,0.1%,-2%,3%,-2%,0%,-5%,-1%,-14%,-1
COCCNC(=O)c1ccccc1NC(=O)c1ccc(Cl)c(S(=O)(=O)Nc2ccc(C)cc2C)c1,0%,-2%,0.4%,?,-1%,13%,-7%,0%,3%,-1%,-21
CSCC[C@H](NC(=O)Nc1ccc(Oc2ccccc2)cc1)C(=O)O,-9%,-20%,0.0%,0%,0%,-3%,3%,0%,-5%,-4%,-25
CC(=O)Nc1ccc(NC(=O)c2cc(C)nn2-c2ccccc2)cc1,1%,-7%,0.0%,5%,1%,1%,.,-4%,-5%,7%,-1
COc1ccc2nc3n(c(=O)c2c1)-c1cc(C)ccc1C(=O)NC3Cc1ccc(O)cc1 (stereo unspecified),?,12%,0.2%,-1%,5%,.,.,.,.,5%,-12
CCOC(=O)N1CCN(C(=O)CSc2nc3c(cnn3-c3ccc(Cl)cc3)c(=O)[nH]2)CC1,-1%,3%,-0.9%,?,5%,-2%,-5%,-2%,2%[46.1 µM],-1%,-5
